ARFGAP1 inh: inhibitors of rat ARFGAP1; inhibition, % at 16.5 µM; 360,000 compounds, 0.26% hits; Arfgap1-stimulated ARF1 GTP hydrolysis, GDP FP detection; Q62848;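 active = inhibition above a per-plate limit, mean inhibition of low control wells plus 3 SD, cut at about 25% in these data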;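 also: 0% = DMSO wells with enzyme and 100% = wells lacking Arfgap1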
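System: truncated rat Arfgap1 GAP domain / Benchmarks: high control wells lacking Arfgap1, low control full reaction with DMSO / Times: compound-enzyme preincubation 20 min, reaction 120 min, detection 60 min, 25 °C / Repeats: one replicate per compound / Also added: human ARF1(Δ1-17)-GTP substrate / Measured by: Tracer-displacement fluorescence polarization with EDTA stop, 620/688 nm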
PLCb3 inh: PLC-beta3 (human) inhibition, primary screen | inhibition, % at 12.2 µM | AID 720704 | 370,000 compounds, 0.18% hits | Q01970 | Purified PLC-beta3, fluorogenic substrate, fluorescence; in the data active = inhibition above about 11%;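 also: 0% = median of compound wells on plate and 100% = full blocker control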
Target sequence (Q01970 whole entry, looked up): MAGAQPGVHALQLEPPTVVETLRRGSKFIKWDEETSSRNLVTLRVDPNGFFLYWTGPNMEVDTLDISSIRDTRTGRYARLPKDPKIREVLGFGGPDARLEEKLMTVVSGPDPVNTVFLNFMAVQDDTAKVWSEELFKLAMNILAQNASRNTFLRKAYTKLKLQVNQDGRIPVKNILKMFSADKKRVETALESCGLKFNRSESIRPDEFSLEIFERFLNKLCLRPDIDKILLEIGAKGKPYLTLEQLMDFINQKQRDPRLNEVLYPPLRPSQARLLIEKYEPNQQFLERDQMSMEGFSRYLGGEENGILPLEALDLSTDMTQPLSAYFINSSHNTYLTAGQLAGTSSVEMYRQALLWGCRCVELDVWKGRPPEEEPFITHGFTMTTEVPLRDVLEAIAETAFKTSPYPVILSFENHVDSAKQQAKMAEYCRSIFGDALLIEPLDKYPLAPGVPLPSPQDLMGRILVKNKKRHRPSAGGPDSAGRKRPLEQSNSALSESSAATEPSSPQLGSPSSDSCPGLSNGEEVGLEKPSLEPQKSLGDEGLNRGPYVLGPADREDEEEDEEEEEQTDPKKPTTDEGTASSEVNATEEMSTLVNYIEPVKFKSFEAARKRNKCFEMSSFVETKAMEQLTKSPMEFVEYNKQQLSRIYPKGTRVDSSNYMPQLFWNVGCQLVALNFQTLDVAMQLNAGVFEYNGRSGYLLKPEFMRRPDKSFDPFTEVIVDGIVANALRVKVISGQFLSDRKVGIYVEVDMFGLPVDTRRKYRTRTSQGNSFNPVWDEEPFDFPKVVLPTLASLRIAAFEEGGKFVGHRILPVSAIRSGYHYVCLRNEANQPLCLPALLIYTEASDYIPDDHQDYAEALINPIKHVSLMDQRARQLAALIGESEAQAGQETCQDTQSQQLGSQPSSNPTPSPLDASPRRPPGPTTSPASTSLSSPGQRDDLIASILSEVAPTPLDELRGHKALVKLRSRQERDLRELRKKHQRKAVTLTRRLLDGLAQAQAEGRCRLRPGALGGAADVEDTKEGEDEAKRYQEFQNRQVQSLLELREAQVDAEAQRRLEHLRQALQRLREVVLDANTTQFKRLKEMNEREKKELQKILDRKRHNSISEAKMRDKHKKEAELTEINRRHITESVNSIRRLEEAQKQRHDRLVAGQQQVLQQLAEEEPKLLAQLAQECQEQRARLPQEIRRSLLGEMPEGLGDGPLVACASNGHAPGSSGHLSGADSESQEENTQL
HGIII-sPLA2 inh: Blocks human group III sPLA2 activity; Q9NZ20; QFRET BODIPY PC-A2 liposome hydrolysis, fluorescence; inhibition, % at 12.2 µM; 370,000 compounds, 0.56% hits; AID 743126;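 active = inhibition above mean plus 3 SD of compounds lying within the high and low control bounds, cut at about 19% in these data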;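 also: 0% = median of test compound wells and 100% = no enzyme DMSO wells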
PLC-gamma1 inh: PLC-gamma1 (human) inhibition, primary screen; P19174; purified PLC-gamma1, fluorogenic substrate, fluorescence; inhibition, % at 12.2 µM; 370,000 compounds, 0.84% hits; AID 720700; in the data active = inhibition above about 9.5%
DDE Tn6 FP inh: disrupts Tn6 cyclic peptide binding to fibrin D-Dimer-E complex; 370,000 compounds, 0.21% hits; P02675; AID 720509; inhibition, % at 8.3 µM; Fibrin DD(E) TRITC-Tn6 fluorescence polarization displacement;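 active = inhibition above a per-campaign cutoff: mean of compounds within control limits plus 3 SD, cut at about 15% in these data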;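 also: 0% = median of all compound wells on the plate and 100% = blocking peptide control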
KLK7 zymogen act: proKLK7 (human) activation, primary screen. P49862. 370,000 compounds, 0.9% hits. activation, % at 7 µM. AID 652039. purified proKLK7, EDANS-DABCYL substrate fluorescence; 100% is mature enzyme control, 0% vehicle;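 active = activation above the mean of all tested compounds plus 3 SD, computed per campaign excluding outliers beyond control limits, cut at about 13% in these data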
UHRF1 binding: blocks human UHRF1 binding to methylated DNA. Q96T88. UHRF1 binding to methylated oligo, TR-FRET. inhibition, % at 4.4 µM. 370,000 compounds, 0.75% hits; in the data active = inhibition above about 21%;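 also: UHRF1 SRA domain binding a hemimethylated CpG hairpin DNA probe; 0% = median of test compound wells and 100% = reference inhibitor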
Rev-erbA mod: modulators of human Rev-erb alpha DNA binding; AID 1259318; 370,000 compounds, 0.79% hits; P20393; Rev-erbα–FITC-DNA binding, fluorescence polarization, 90 min; activity, % at 10 µM;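 active = activity above about 14%, limit read from the data; passing the limit was not always enough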;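 also: 0% = DMSO wells with 35 nM protein and 100% = DMSO wells with 750 nM protein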
ASAP1 inh: inhibitors of human ASAP1 ArfGAP activity; Q9ULH1; ASAP1-stimulated ARF1 GTP hydrolysis, GDP FP detection; inhibition, % at 16.5 µM; 360,000 compounds, 0.19% hits; in the data active = inhibition above about 25%;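 also: 0% = vehicle with enzyme and substrate and 100% = no enzyme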
DDE Tn7 FP inh: DD(E)-Tn7 binding inhibition, primary FP screen | FP displacement of FITC-Tn7 peptide from fibrin DD(E); 0% = median of compound wells per plate | AID 720508 | inhibition, % at 8.3 µM | 370,000 compounds, 0.13% hits;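 active = inhibition above the mean of compounds falling within the control limits plus 3 SD of them, cut at about 14% in these data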;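 also: 0% = plate median of compound wells and 100% = 10 µM Aha-Tn7 peptide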
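System: human fibrin DD(E); quantity: Fibrin-DD(E) at 2 µM final; also added: fluorescent Tn7 probe at 0.1 µM; compound dosing: single nominal test concentration of 8.3 µM per compound; schedule: 10 min preincubation, 3 h with tracer, room temperature; detection: fluorescence polarization of the labelled Tn7 tracer; repeats: one replicate per compound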
An asterisk follows results filed as active; . = no result given; & = joins results of further samples.

ARFGAP1 inh,PLCb3 inh,HGIII-sPLA2 inh,PLC-gamma1 inh,DDE Tn6 FP inh,KLK7 zymogen act,UHRF1 binding,Rev-erbA mod,ASAP1 inh,DDE Tn7 FP inh,SMILES
3,2,3,2,-2,0.0,0,1,1,3,CCCn1c(SCC(=O)N2CCCc3ccccc32)nc2c1c(=O)n(C)c(=O)n2C
-3,-14,-1,-13,-3,1.5,-5,-2,-13,-4,CNC(=O)C1C(=S)NC(N)=C(C#N)C1c1ccccc1 (stereo not drawn)
6,1,-4,-1,3,0.1,-2,0,-5,8,CCc1ccc2c(CN3CCN(S(=O)(=O)c4ccc5c(c4)OCCO5)CC3)cc(=O)oc2c1
-3,-10,-16,0,-2,-0.1,-1,3,-4,8,COc1cccc(-c2ccc(NC(=O)C3CCCN(Cc4ccc(CO)o4)C3)cc2)c1 (stereo not drawn)
7,1,3,-2,-4,0.2,2,-5,-8,-9,O=C(c1ccc(CN2CCOCC2)cc1)N1CCN(c2ccccc2F)CC1
.,-3,-9,-1,0,0.1,-1,-2,.,7,COc1ccc(CN2C(=O)COc3ccccc3C2c2nnnn2C2CCCCC2)cc1 (stereo not drawn)
-6,4,0,16*,-4,0.0,6,-4,-14,-3,Nn1cnnc1N/N=C/c1ccc(F)cc1
19,-3,-27,-3,-8,1.0,0,-4,-3,-3,CC1CCCCN1S(=O)(=O)c1ccc(NC(=O)c2cccc(-n3cnnn3)c2)cc1 (stereo not drawn)
10,-2,6,-2,3,0.4,-2,-2,-1,8,CC(/C=N/n1c(-c2ccc(Cl)cc2)n[nH]c1=S)=C\c1ccco1
3,-1,2,0,1,-0.3,0,-7,-3,6,COc1ccc(CNC(=O)C2CCN(S(C)(=O)=O)CC2)c(OC)c1
8,0,10,5,-5,-0.4,2,5,2,-4,Cc1cccc(OCCOc2ccc(/C=N/NC(=O)Cc3nnc(N)s3)cc2)c1
10,-4,-11,0,2,0.5,-2,2,-2,4,Cc1noc(C)c1C(=O)Nc1ccc(S(=O)(=O)N2CCC(C)CC2)cc1
-17,0,-7,0,2,-0.1,-2,-1,-5,0,COc1cccc(C(=O)N2CCN=C2SCc2cccnc2)c1OC
-7,-22,-18,-20,-1,17*,-2,4,8,3,CCOc1ccc(/C(O)=C2/C(=O)C(=O)N(c3ccccn3)C2c2ccc(C)cc2)c(C)c1 (stereo not drawn)
2,-2,0,-7,-6,-0.2,-1,-3,8,2,Cc1ccc(S(=O)(=O)N/N=C/c2cc(Br)c(C)o2)cc1
0,0,-10,2,8,0.2,-3,2,7,1,C=CCn1c(Cc2cccs2)nnc1SCC(=O)Nc1cc(OC)cc(OC)c1
-4,-100,0,-102,0,-3.4,-2,0,2,-5,O=C(Cc1ccc(S(=O)(=O)N2CCOCC2)s1)Nc1ccccc1N1CCCC1
-3,5,-6,2,4,0.0,-2,-3,-2,3,CCOc1ccc(NC(=O)c2nccnc2CO)cc1
-3,-3,11,6,-2,-0.5,2,5,5,6,Cc1cc(C)c(C)c(OCCCCN(C)Cc2ccccc2)c1
0,2,-7,8,-4,-0.2,2,1,-1,-11,CCOc1ccc(CCNC(=O)CSc2nn(-c3ccc(C)c(Cl)c3)c(=S)s2)cc1OCC
0,3,4,2,-4,-0.3,-2,-9,-7,-2,COC(=O)c1ccc(C23CC4(C2)[C@H](CN(Cc2cccnc2)[C@@H]4c2ccccc2)C3c2ccc(C(F)(F)F)cc2)cc1 (stereo partly drawn)
-4,1,0,-1,4,0.2,-1,-1,-4,-1,COc1ccc(-c2cc([C@H]3[C@H]4C=CC[C@@H](C)[C@@H]4C(=O)N3Cc3ccccc3)ccc2F)cc1
-2,1,-2,-2,2,0.3,-1,-1,-9,3,CN(CC(=O)Nc1ccccc1Br)c1ncnc2sccc12
-10,4,-1,7,-6,0.2,1,-5,-4,7,CC(C)c1ncc(C(O)c2cccc3ccccc23)n1C (stereo not drawn)
0,-2,0,-2,7,-0.3,1,-2,-5,2,CCCCOc1ccc(C(CC(=O)NC)C(=O)O)cc1 (stereo not drawn)
0,-1,2,1,-6,-0.4,-3,-2,0,-3,COc1ccc(C(=O)OCc2c(-c3cccc(OC)c3)ncc3ccccc23)cc1
2,-6,5,0,3,-0.5,0,0,-5,4,Clc1ccccc1-c1ccc(CN2CCN(c3ccccc3)CC2)o1
-14,-4,1,0,1,0.1,1,-1,1,-4,CCc1c(C)nc(N)n2c(SCC(=O)NC3CCCCC3)nnc12
4,5,-10,1,1,-0.2,-3,-11,5,-1,C[C@H](NC(=O)c1nc[nH]c1C(=O)N[C@H](C)c1ccccc1)C(=O)OC(C)(C)C
0,-10,-2,-8,1,-1.0,-1,13,-8,3,Cc1cccc(C)c1NC(=O)COc1ccc2c(C)c(Cc3ccccc3)c(=O)oc2c1
.,-5,2,0,-2,.,3,-5,.,8,CCOC(=O)CC[C@H](NC(=O)[C@@H]1CC=C[C@@H]2CCN(Cc3ccc(Cl)cc3)C(=O)[C@@H]21)C(=O)OCC
-5,-2,-11,-2,8,-0.7,-1,1,2,2,O=C(C(=O)N1CCN(c2ccccc2F)CC1)c1cn(CC(=O)N2CCCC2)c2ccccc12
-10,-5,0,1,-2,-0.1,1,-5,6,-5,CCCN(CCC)C(=O)C1CCCN(S(=O)(=O)c2ccc3c(c2)oc(=O)n3C)C1 (stereo not drawn)
-11,0,-3,2,-2,0.1,-3,0,13,-3,CCN(CC)S(=O)(=O)c1ccc(N2CCCC2)c(NS(=O)(=O)c2ccc(F)cc2)c1
4,2,-6,-1,3,0.5,1,2,6,7,O=C(NCc1nnnn1-c1ccc(F)cc1)c1ccc2c(c1)OCO2
-3,-6,0,0,4,0.1,1,-2,-5,3,Cc1c(Cl)cccc1NCC(=O)NN=C1CCCC1
-4,2,1,3,7,-0.7,-6,-2,0,3,CC(C)c1ccc(NC(=S)NN(c2ccccc2)c2ccccc2)cc1
-4,-2,-10,1,2,1.0,2,6,-1,7,Cc1cc(C)cc(NC(=O)NCC2CCN(Cc3cc(C)ccc3C)CC2)c1
-1,2,-2,1,1,-0.1,1,1,-3,6,Cc1ccc(C)c(NS(=O)(=O)c2cc(C(N)=O)ccc2C)c1
-21,-188,0,-164,-1,-2.1,-1,15,7,-8,COCCNC(=O)c1cnn2c(C(F)F)cc(-c3ccc(C)cc3)nc12
9,6,-1,3,0,0.6,-3,-3,7,-2,CN1C(=S)N(c2ccccc2)C(=O)/C1=C/c1cccs1
4,-3,8,2,4,-0.6,0,4,-4,0,O=C(OCc1nnc(-c2ccc(Br)cc2)o1)c1cncc(Br)c1
-3,-5,-4,-1,-3,-0.1,-1,5,-4,3,COc1cccc(CN(C)C(=O)c2cc(S(=O)(=O)N3CCCCCC3)ccc2OC)c1
4,-4,-4,0,-6,0.1,0,-2,-14,-2,CCN(CCCNC(=O)COc1cc(=O)n(C)c2ccccc12)c1cccc(C)c1
0,2,0,-2,7,0.0,0,-5,-7,-1,Cc1nn(C(=O)c2ccco2)c(C)c1Br
-5,-4,9,1,-6,0.1,0,2,-25,3,NC(=O)CC(CC(=O)OCc1ccccc1)c1ccccc1 (stereo not drawn)
-7,-2,0,-2,4,0.5,-4,-3,-14,-3,Cc1cccc(C)c1NC(=O)C(C1CC1)n1c(-c2ccc(=O)[nH]c2)nc2ccccc21 (stereo not drawn)
7,-6,3,2,-3,-0.3,1,6,1,1,O=C(CC1SCCNC1=O)Nc1ccc(Cl)c(Cl)c1 (stereo not drawn)
-3,6,-21,1,-6,0.0,-10,-1,-1,-4,Cc1[nH]n(-c2ccccc2)c(=O)c1N=O
7,-5,1,0,-7,-0.7,-2,-10,5,-6,Nc1c(Cl)cc(N=Nc2ccccc2)cc1Cl
3,-10,6,-5,-2,-0.3,-3,6,9,-4,Cc1ccc(NCC(=O)N/N=C/c2ccncc2)cc1
6&-10,2&-1,-6&-1,-1&0,4&-2,0.1&-0.7,-3&2,8&-5,4&9,-5&-7,CC(=O)C1=CCC(c2ccccc2)N(S(=O)(=O)c2ccccc2C)C1 (stereo not drawn)
-14,-9,-5,1,3,0.3,-1,2,3,0,O=C(Nc1ccccc1N1CCOCC1)c1csc2c1CCCC2

In another format: eleven of the compounds above.
smiles | ARFGAP1 inh | PLCb3 inh | HGIII-sPLA2 inh | PLC-gamma1 inh | DDE Tn6 FP inh | KLK7 zymogen act | UHRF1 binding | Rev-erbA mod | ASAP1 inh | DDE Tn7 FP inh
CCc1c(C)nc(N)n2c(SCC(=O)NC3CCCCC3)nnc12 | -14 | -4 | 1 | 0 | 1 | 0.1 | 1 | -1 | 1 | -4
C[C@H](NC(=O)c1nc[nH]c1C(=O)N[C@H](C)c1ccccc1)C(=O)OC(C)(C)C | 4 | 5 | -10 | 1 | 1 | -0.2 | -3 | -11 | 5 | -1
Cc1cccc(C)c1NC(=O)COc1ccc2c(C)c(Cc3ccccc3)c(=O)oc2c1 | 0 | -10 | -2 | -8 | 1 | -1.0 | -1 | 13 | -8 | 3
CCOC(=O)CC[C@H](NC(=O)[C@@H]1CC=C[C@@H]2CCN(Cc3ccc(Cl)cc3)C(=O)[C@@H]21)C(=O)OCC | . | -5 | 2 | 0 | -2 | . | 3 | -5 | . | 8
O=C(C(=O)N1CCN(c2ccccc2F)CC1)c1cn(CC(=O)N2CCCC2)c2ccccc12 | -5 | -2 | -11 | -2 | 8 | -0.7 | -1 | 1 | 2 | 2
CCCN(CCC)C(=O)C1CCCN(S(=O)(=O)c2ccc3c(c2)oc(=O)n3C)C1 (stereo not drawn) | -10 | -5 | 0 | 1 | -2 | -0.1 | 1 | -5 | 6 | -5
CCN(CC)S(=O)(=O)c1ccc(N2CCCC2)c(NS(=O)(=O)c2ccc(F)cc2)c1 | -11 | 0 | -3 | 2 | -2 | 0.1 | -3 | 0 | 13 | -3
O=C(NCc1nnnn1-c1ccc(F)cc1)c1ccc2c(c1)OCO2 | 4 | 2 | -6 | -1 | 3 | 0.5 | 1 | 2 | 6 | 7
Cc1c(Cl)cccc1NCC(=O)NN=C1CCCC1 | -3 | -6 | 0 | 0 | 4 | 0.1 | 1 | -2 | -5 | 3
CC(C)c1ccc(NC(=S)NN(c2ccccc2)c2ccccc2)cc1 | -4 | 2 | 1 | 3 | 7 | -0.7 | -6 | -2 | 0 | 3
Cc1cc(C)cc(NC(=O)NCC2CCN(Cc3cc(C)ccc3C)CC2)c1 | -4 | -2 | -10 | 1 | 2 | 1.0 | 2 | 6 | -1 | 7

3 structures out of the list, ordered by molecular weight, rising:
ARFGAP1 inh,PLCb3 inh,HGIII-sPLA2 inh,PLC-gamma1 inh,DDE Tn6 FP inh,KLK7 zymogen act,UHRF1 binding,Rev-erbA mod,ASAP1 inh,DDE Tn7 FP inh,SMILES
-4,-2,-10,1,2,1.0,2,6,-1,7,Cc1cc(C)cc(NC(=O)NCC2CCN(Cc3cc(C)ccc3C)CC2)c1
0,-10,-2,-8,1,-1.0,-1,13,-8,3,Cc1cccc(C)c1NC(=O)COc1ccc2c(C)c(Cc3ccccc3)c(=O)oc2c1
-3,-5,-4,-1,-3,-0.1,-1,5,-4,3,COc1cccc(CN(C)C(=O)c2cc(S(=O)(=O)N3CCCCCC3)ccc2OC)c1
